Screening data deposited in PubChem BioAssay by Sanford-Burnham Center for Chemical Genomics.
ATG4B inhibitor – blocks human ATG4B protease cleavage of LC3 substrate. inhibition, % at 8.33 µM. Q9Y4P1. ATG4B cleavage of LC3-PLA2, NBD-HPC fluorescence, 1 h. 340,000 tested, 0.51% active; in the data active = inhibition above about 40%
CCR6 antag – antagonists of human CCR6 receptor | P51684 | CHO-K1 CCR6 PathHunter beta-arrestin, luminescence, CCL20-stimulated | inhibition, % at 20 µM | 340,000 tested, 0.49% active | AID 493098;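 active = compounds whose inhibition of the agonist-driven luminescence signal at 20 µM reaches about 50%, limit read from the data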;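 also: cells stimulated with CCL20 at 14 nM final; plate controls were DMSO with CCL20 for no effect and DMSO without agonist for full effect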
Target sequence (P51684 whole entry, looked up): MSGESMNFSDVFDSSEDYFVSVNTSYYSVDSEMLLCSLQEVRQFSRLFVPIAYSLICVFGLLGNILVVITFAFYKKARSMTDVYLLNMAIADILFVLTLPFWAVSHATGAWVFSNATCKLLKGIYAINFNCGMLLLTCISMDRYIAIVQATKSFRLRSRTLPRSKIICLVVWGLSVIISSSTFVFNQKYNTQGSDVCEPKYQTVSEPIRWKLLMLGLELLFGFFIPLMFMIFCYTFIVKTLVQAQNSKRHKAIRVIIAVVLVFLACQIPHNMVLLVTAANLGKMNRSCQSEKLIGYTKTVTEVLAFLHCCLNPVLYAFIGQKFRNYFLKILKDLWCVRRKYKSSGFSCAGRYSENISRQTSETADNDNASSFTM
EBI2 block – antagonists of human EBI2 receptor; P32249; EBI2 beta-arrestin recruitment, luminescence, 7a,25-OHC stimulated; inhibition, % at 5 µM; 360,000 tested, 0.81% active; AID 651636; in the data active = inhibition above about 38%;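 also: enzyme fragment complementation signal reports receptor beta-arrestin coupling in cells; 0% = agonist plus DMSO wells and 100% = wells without agonist; some results beyond the cut were filed as inactive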
UBC13 polyUb – inhibitors of human UBC13 polyubiquitin chain formation; P61088; AID 485273; TR-FRET; 330,000 tested, 0.47% active; inhibition, % at 20 µM; in the data active = inhibition above about 45%, passing the limit was not always enough
Target sequence (P61088 whole entry, looked up): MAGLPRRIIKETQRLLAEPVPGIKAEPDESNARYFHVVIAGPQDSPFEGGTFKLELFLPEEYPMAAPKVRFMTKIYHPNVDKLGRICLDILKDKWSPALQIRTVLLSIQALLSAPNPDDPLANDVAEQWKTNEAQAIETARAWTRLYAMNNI
APJ antag – APJ receptor antagonism; inhibition, % at 20 µM; 330,000 tested, 0.32% active; AID 2521; CHO-K1 APJ beta-arrestin complementation, luminescence; P35414;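 active = inhibition above about 40% at 20 µM, limit read from the data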;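 also: cells challenged with 10 nM apelin-13 agonist together with compound; plate controls were apelin-13 plus DMSO wells for no effect and DMSO wells lacking apelin-13 for full effect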
CXCR6 block – inhibitors of human CXCR6 receptor; O00574; 360,000 tested, 0.36% active; inhibition, % at 20 µM; CHO-K1 PathHunter CXCR6 beta-arrestin, luminescence; in the data active = inhibition above about 34%, passing the limit was not always enough;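 also: antagonist mode with CXCL16 agonist at 10 nM final; 0% = 10 nM CXCL16 with DMSO and 100% = unstimulated wells without agonist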
Target sequence (O00574 whole entry, looked up): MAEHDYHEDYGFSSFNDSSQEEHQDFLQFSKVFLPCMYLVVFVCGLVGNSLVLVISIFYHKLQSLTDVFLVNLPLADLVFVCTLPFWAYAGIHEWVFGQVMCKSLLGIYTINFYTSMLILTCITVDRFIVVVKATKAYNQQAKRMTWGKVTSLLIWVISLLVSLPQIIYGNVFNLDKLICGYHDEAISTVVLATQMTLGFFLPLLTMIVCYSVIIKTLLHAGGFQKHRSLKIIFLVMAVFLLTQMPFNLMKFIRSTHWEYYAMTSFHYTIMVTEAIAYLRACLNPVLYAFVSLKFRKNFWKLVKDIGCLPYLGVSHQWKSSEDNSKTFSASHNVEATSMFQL
Gli-Sufu block – Gli-Sufu pathway antagonism; Sufu-KO-LIGHT fibroblasts, Gli luciferase reporter luminescence; inhibition, % at 5 µM; 340,000 tested, 0.74% active; AID 588413;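 active = inhibition above about 55%, limit read from the data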;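 also: 0% = DMSO-treated cells and 100% = wells with medium but no cells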
APJ ag – APJ receptor agonism; CHO-K1 APJ PathHunter beta-arrestin, luminescence; 0% DMSO wells, 100% apelin; activation, % at 20 µM; 330,000 tested, 0.11% active; AID 2520;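 active = activation more than six SD over the plate average, tested at 20 µM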;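 also: 0% = DMSO alone and 100% = apelin-13 at 10 nM; some results filed as inactive read as strong as hits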
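Material: CHO-K1 APJ beta-arrestin complementation cell line; Input: cell density 1000 per well; Incubation: compound stimulation 90 min at 25 °C, detection 60 min; Signal: luminescence from split beta-galactosidase complementation, Galacton Star/Emerald II substrate; Controls: DMSO-only wells as negative, 10 nM Apelin-13 as positive control.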
The depositor's hits bear a star; nt = not tested or not shown. Not a hit list; overall some 3% were active at least once.

No.	canonical_smiles	ATG4B inhibitor	CCR6 antag	EBI2 block	UBC13 polyUb	APJ antag	CXCR6 block	Gli-Sufu block	APJ ag
1	C1CCc2c(nc3nnnn3c2NCC2CC2)C1	-5	6	-3	-6	-13	0	0	0
2	Cc1ccc(CC(=O)NC2CCN(Cc3ccccc3)CC2)cc1	2	-3	-8	-1	10	6	nt	4
3	CCCCN1CC(=O)N2[C@H]3c4cc(C)ccc4OC[C@@H]3[C@H](c3ccccc3)[C@]2(C)C1=O	-2	0	8	4	4	1	3	-3
4	FC(F)(F)c1nnc2sc(-c3ccncc3)nn12	-1	7	-9	6	-34	-1	4	-3
5	Cc1ccc(NC(=O)C2CSC3(C)CCC(=O)N23)cc1S(=O)(=O)N1CCOCC1 (centres undefined)	-6	-11	-13	4	-5	-11	3	-3
6	CC(=O)Nc1ccc(NC(=O)CSc2nnc(NC(=O)C3CC(=O)N(c4ccc(F)cc4)C3)s2)cc1 (centres undefined)	-5	4	0	-20	4	3	-4	7
7	CCCCC(=O)N1CCN(c2ccc(OC)cc2[N+](=O)[O-])CC1	0	5	1	-8	12	-1	6	0
8	COc1ccc(-c2ccc(CCC(=O)O)n2NC(=O)c2cccs2)cc1	7	-23	3	-10	1	5	-12	-2
9	O=C(COc1ccc([N+](=O)[O-])cc1)Nc1cccc2nsnc12	-3	-1	5	-4	-14	-8	-4	2
10	COCCn1c(SCC(=O)c2c(N)n(C3CC3)c(=O)[nH]c2=O)nnc1-c1ccc(Cl)cc1	-4	8	2	8	1	0	0	-1
11	Cc1ccc2cc3cc(C(=O)NCCCN4CCCC4=O)oc3nc2c1	-9	5	1	7	-11	-8	-18	6
12	CCCCN(CC)CCCNC(=O)c1cn(C)c2ccc(S(=O)(=O)N(C)C3CCCCC3)cc2c1=O	-4	6	2	10	-19	2	27	-1
13	O=C(COc1cccnc1[N+](=O)[O-])Nc1ccccc1Sc1ccccc1	24	5	48*	6	4	5	2	-2
14	CCOC(=O)c1ccc(N2C(=O)C(O)=C(C(C)=O)C2c2ccccn2)cc1 (centres undefined)	-15	-16	-10	-11	3	0	2	-2
15	COc1ccc(Br)cc1/C=N/NC(=O)CNC(=O)c1cccnc1	-1	-4	-11	6	4	-12	-1	-7
16	CCOC(CNC(=O)c1ccc2c(c1)nc(C)n2-c1cccc(F)c1)OCC	4	0	-15	-11	6	1	-3	-4

Reformatted: three of the compounds above.
14. CCOC(=O)c1ccc(N2C(=O)C(O)=C(C(C)=O)C2c2ccccn2)cc1 (centres undefined)
15. COc1ccc(Br)cc1/C=N/NC(=O)CNC(=O)c1cccnc1
16. CCOC(CNC(=O)c1ccc2c(c1)nc(C)n2-c1cccc(F)c1)OCC
Screen / compound no.	14	15	16
ATG4B inhibitor	-15	-1	4
CCR6 antag	-16	-4	0
EBI2 block	-10	-11	-15
UBC13 polyUb	-11	6	-11
APJ antag	3	4	6
CXCR6 block	0	-12	1
Gli-Sufu block	2	-1	-3
APJ ag	-2	-7	-4

The results go on:
No.	canonical_smiles	ATG4B inhibitor	CCR6 antag	EBI2 block	UBC13 polyUb	APJ antag	CXCR6 block	Gli-Sufu block	APJ ag
17	CC(=O)CSc1nc(N)c(C#N)c(-c2cccs2)c1C#N	-13	12	10	15	9	-6	-10	-3
18	O=S(=O)(NCC1CCCO1)c1ccc2oc3ccc(S(=O)(=O)NCC4CCCO4)cc3c2c1 (centres undefined)	-7	6	-13	11	-6	-9	6	0
19	Cc1nc2ccccc2cc1C(=O)N/N=C/c1cccs1	-1	9	-5	-2	8	-1	1	1
20	COc1ccccc1NCc1nnc(SCC(=O)N/N=C/c2ccco2)n1-c1ccc(Cl)cc1Cl	1	-13	-2	-5	11	6	-8	3
21	Cn1c(=O)c2ncn(CC(=O)NCCC3=CCCCC3)c2n(C)c1=O	17	2	-14	5	10	-4	-18	-3
22	CCc1ccc(N2CC(C(=O)OCC(=O)Nc3ccccc3C)CC2=O)cc1 (centres undefined)	9	0	-11	7	-52	0	-3	-1
23	COc1ccc(N2CCN(C(=O)CCS(=O)(=O)c3ccc4c(c3)NC(=O)CO4)CC2)cc1	-7	6	-22	-11	-6	2	8	7
24	CCCCN(C)CCCNC(=O)c1cc(-c2cccs2)nc2ccccc12	-2	10	-16	48*	-7	-10	1	-3
25	CCCn1c(SCC(=O)Nc2ccccc2Cl)n[nH]c1=O	-7	0	3	4	8	-2	-1	-2
26	CC(=C1C(=O)c2ccccc2C1=O)N1CCC(C(N)=O)(N2CCCCC2)CC1	-6	-12	8	2	-16	0	3	1
27	COc1cccc(/C=C/C(=O)OCC(=O)NCc2ccco2)c1OC	-5	17	-7	10	-7	-7	-2	-4
28	NC(=O)[C@@H]1CCCN1Cc1nc(Cc2ccccc2F)no1	7	-6	-4	-3	-14	-6	4	-4
29	COc1ccc(NC(=O)C(Cc2ccccc2)n2cccc2)cc1 (centres undefined)	-13	4	-1	14	-10	-10	-14	0
30	O=C(COc1ccc(Cl)cc1Cl)NCc1ccco1	-3	18	-3	3	-3	-7	16	2
31	O=C(COC(=O)c1ccc2ccccc2n1)NC1CCCCC1	-5	12	-6	3	-4	3	2	2
32	COc1ccc(NS(=O)(=O)c2ccc3oc(SC(C)C(N)=O)nc3c2)cc1 (centres undefined)	-6	-4	-18	4	18	-8	40	2
33	O=C(Nc1ccc(Cl)cc1)N1CCCN(Cc2ccccc2F)C1	4	-8	1	5	4	-6	14	-6
34	O=C(NC1CC1)c1ccc(CSCc2ccccc2Cl)o1	-4	4	9	12	-2	-1	32	-1
35	COc1ccc(-n2ncc3c2CC(C)(C)CC3NC(=O)CCc2c(C)noc2C)cc1 (centres undefined)	-8	13	0	2	-7	-10	9	2
36	O=[N+]([O-])c1ccc(/C=N/Nc2ncccc2[N+](=O)[O-])s1	5	27	14	-111	-9	-3	23	1
37	CCOC(=O)C/C(N)=N/N(C)c1ncc(C(F)(F)F)cc1Cl	2	10	-1	-2	-10	10	3	1
38	N/C(=N\OC(=O)c1ccc(Cl)c([N+](=O)[O-])c1)c1ccccn1	1	-18	23	-3	-43	-21	-15	17*
39	Cc1ccc(C(C)n2cc(C(=O)NCc3ccncc3)nn2)cc1 (centres undefined)	-8	-18	-3	7	-4	0	2	9
40	CCCCOc1ccc(C(C)NC(=O)CCS(=O)(=O)Cc2ccccc2F)cc1 (centres undefined)	-1	17	-3	4	0	1	-6	1
41	CCOc1ccc(/C(O)=C2/C(=O)C(=O)N(c3ccccn3)C2c2ccc(Cl)cc2)c(C)c1 (centres undefined)	-8	0	12	nt	nt	5	5	nt
42	CCOC(=O)C1CCCN(C(=O)c2ccc(Cn3c(=S)[nH]c4cc(C(=O)OC)ccc4c3=O)cc2)C1 (centres undefined)	-5	24	-7	-4	11	10	-1	-1
43	C=CCN1CC(O)=C(c2ccccc2)C1=N	-4	8	-4	-3	15	-4	2	2
44	O=C(Nc1cc([N+](=O)[O-])ccc1O)c1cccc(NC(=O)c2ccco2)c1	2	-2	12	-13	21	0	-2	-6
45	O=C(OCn1ncc(Cl)c(Cl)c1=O)c1ccccc1Cl	-1	22	51*	nt	nt	31	4	nt
46	O=C(Nc1ccncc1)c1cc(S(=O)(=O)N2CCOCC2)ccc1Cl	-4	6	-2	3	12	-9	-3	5
47	CCc1ccc(OCc2nnc(SCc3ccc(C(=O)O)cc3)o2)cc1	-1	9	4	-5	2	9	4	-3
48	CN1/C(=C\C(=O)Nc2cccc(Cl)c2)C(C)(C)c2ccccc21	5	-18	8	-6	11	-8	22	-10
49	CCOC(=O)N1CCC(N2CC34C=CC(O3)C(C(=O)O)C4C2=O)CC1 (centres undefined)	2	8	-10	2	14	-6	-11	-2
50	Cc1ccc(S(=O)(=O)NC(=O)COc2ccc(Cl)cc2Cl)cc1	-4	-6	3	-5	-10	-2	21	4
51	Cc1ccc(C(=O)N/C(N)=N/c2nc3ccccc3o2)cc1	1	21	9	-8	-25	6	3	-2
52	COc1ccc(N(CC(=O)Nc2ccc3c(c2)OCO3)S(=O)(=O)c2c(C)nn(C)c2C)cc1	-6	10	4	-4	8	2	-4	-2
53	Cc1oc2ccc(OCc3c(F)cccc3Cl)cc2c1C(=O)O	-1	-13	9	-4	-6	-4	2	-4
54	CSc1nc(NCC(C)C)nc(N2CCOCC2)n1	-13	-2	-1	-1	-9	-1	-3	0
55	Cc1ccccc1Cn1nnc(-c2cccc(C(=O)O)c2)n1	-5	-2	6	-4	-28	-13	-81	2
56	CC(C)C[C@H](NC(=O)OC(C)(C)C)C(=O)N[C@@H](CO)[C@H](O)[C@@H]1C[C@@H]1C(=O)NC1CCCCC1	5	5	-11	0	-10	-1	47	6
57	CCn1c(SCC(=O)NCc2ccccc2)nc2c(c1=O)SC(C)C2 (centres undefined)	-7	13	-1	0	13	4	5	-3
58	COc1cccc(C(=O)N2CCN(c3ccc(N4CCOCC4)nn3)CC2)c1	0	5	3	6	-19	-8	-7	14
59	COc1ccccc1N1CCN(CC(=O)c2c(C)[nH]c3cc(C)ccc23)CC1	-5	-13	40*	-2	6	9	-9	-3
60	Nc1ccc2c(c1)Cc1cc([N+](=O)[O-])ccc1-2	-14	17	1	-70	14	6	-31	-3
61	COc1cc2ccc(=O)oc2c(O)c1O	-22	7	-4	nt	nt	-7	1	nt
62	COc1cc(/C=N/NC(=O)c2ccncc2)ccc1OC(=O)c1cc(OC)c(OC)c(OC)c1	-14	6	-5	6	-4	-3	27	3
63	Oc1ccccc1C1=NCCNC(C(F)(F)C(F)F)=C1	-1	13	4	-16	11	2	-2	-3
64	O=C(Cc1ccc([N+](=O)[O-])cc1)NCc1cccnc1	0	1	1	3	13	-1	4	-2
65	Cc1ccc(S(=O)(=O)Nc2cc3c4c(c2)CCC(=O)N4CCC3)cc1	2	7	-1	-1	-20	4	10	-4
66	COc1cc(/C=C/C(=O)OCC(=O)NC(=O)NC2CCCCC2)ccc1OC(F)F	-7	4	9	0	14	-16	4	4
67	CCCN(CCC)c1nc(N(CCC)CCC)[nH]c(=O)n1	4	12	-5	9	-6	8	17	-3
68	COc1ccc(C(=O)NCc2nnc(SCC(=O)Nc3cccc(C(F)(F)F)c3)o2)cc1OC	-30	4	1	2	20	-4	9	-3
69	COCCN(CC(=O)Nc1ccccc1C(F)(F)F)C(=O)c1ccc(-n2cccn2)cc1	-1	5	3	6	-2	-4	-3	-1
70	O=C(CNS(=O)(=O)c1ccc(F)cc1)N1CCOCC1	4	-2	-2	1	1	-5	0	-1
71	COC(=O)c1sccc1NC(=O)c1ccc(Br)s1	-11	-19	6	23	14	11	9	-2
72	CNC(=O)CSc1nnc(COc2ccc(Cl)cc2)n1CCOC	8	-20	-7	2	-5	-1	2	-2

(more compounds)
No.	canonical_smiles	ATG4B inhibitor	CCR6 antag	EBI2 block	UBC13 polyUb	APJ antag	CXCR6 block	Gli-Sufu block	APJ ag
73	COCCOC1CCN(C(=O)c2cc(COc3ccc(F)cc3F)on2)CC1	1	11	7	0	8	-4	-3	2
74	COc1cccc(NC(=O)C2CSC3(C)CCC(=O)N23)c1 (centres undefined)	4	-3	-4	-1	31	3	5	4
75	NNC(=O)CNC(c1ccccc1)c1cc(Br)ccc1NC(=O)c1cccc(Cl)c1 (centres undefined)	11	-11	0	-2	10	-24	1	-1
76	O=C(CCn1c(=O)oc2ccccc21)N(Cc1ccccc1)c1ccccn1	0	8	3	-2	29	-2	-1	-4
77	Cc1oc(-c2cccc(Cl)c2)nc1CS(=O)(=O)CC(=O)NC1CCCC1	-4	16	7	-5	-3	2	-7	0
78	CCOC(=O)c1sc(SC)c(C(C)=O)c1C	2	18	2	10	5	0	9	-6
79	COc1cccc(CN2CCN(Cc3cc(OC)c(OC)cc3OC)CC2)c1	1	7	4	-6	-6	12	7	-2
80	O=CN1CCCN(Cc2nc(Cc3ccccc3F)no2)CC1	-3	-2	-1	1	3	3	2	-1
81	CC(=O)c1ccc(N2CCN(C(=O)C3CCCN(S(=O)(=O)c4cnc[nH]4)C3)CC2)cc1 (centres undefined)	-2	-19	4	-14	17	6	-2	0
